# High-throughput results as filed in PubChem.
# ANO1 block: blocks the mouse calcium-activated chloride channel TMEM16A; HEK293 TMEM16A/YFP iodide influx fluorescence, ionomycin; normalized B-score (activity score, 25-100; higher = stronger inhibition) at 10 µM; AID 588511; hit rate 1.2% among 310,000;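 active = ratio plate-corrected score three or more library SD toward inhibition, starting fluorescence score within five deviations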;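 also: score derived from kinetic fluorescence span divided by baseline fluorescence per well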
# TRPC6 inhibitor: mouse TRPC6 channel inhibition; HEK293-TRPC6, membrane potential dye, ACh-evoked depolarization; active compounds read low; B-score at 10 µM; hit rate 1.1% among 310,000; AID 2553;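 active = B-score under library mean minus 3 SD, initial fluorescence not abnormally high, positive integrated signal ratio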;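 also: B-score derived from integrated fluorescence ratio over the kinetic read; more negative B-score means stronger inhibition of depolarization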
# TRPC4 PAM: allosterically enhances the mouse TRPC4 cation channel. Q9QUQ5. HEK293 TRPC4beta/mu-opioid, DAMGO EC20, Fluo-4 Ca2+ flux; active compounds read high. B-score at 10 µM. hit rate 0.42% among 310,000. AID 2227;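 active = B-score of calcium response area above 5 SD of library B-scores, with initial fluorescence ratio within 5 SD of library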;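 also: B-score of integrated fluorescence ratio over time as area under calcium response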
# TRPC4 block: TRPC4 (mouse) channel inhibition | hit rate 0.39% among 300,000 | HEK293 TRPC4beta/mu-opioid, DAMGO-evoked Fluo4 calcium flux; active compounds read low | B-score at 10 µM;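 active = B-score over 3 SD under the library average, no early fluorescence shift, positive overall ratio signal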
#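 Assay system: HEK293 cells with stable TRPC4beta plus mu-opioid receptor expression. Dosing: single dose. Measured by: Fluo4 Ca2+ flux fluorescence. Also added: DAMGO in two steps, submaximal then maximal. Read-out: B score from integrated Fluo4 fluorescence ratio.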
# TRPC4 agonist: TRPC4 (mouse) channel activation; HEK293 TRPC4beta/mu-opioid, Fluo4 calcium fluorescence; active compounds read high; hit rate 0.49% among 310,000; AID 2237; B-score at 10 µM;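 active = B-score above 5 SD of library B-scores, and initial fluorescence ratio not above library mean plus 5 SD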;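 also: positive B-score marks a calcium rise read as TRPC4 activation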
#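 system = HEK293 cells stably co-expressing mouse TRPC4beta and mu-opioid receptor | schedule = Fluo4 dye loading 45 min at room temperature, 110 s recording | measure = B-scored integrated calcium fluorescence ratio | signal = Fluo4 calcium-sensitive dye fluorescence, kinetic, 1 Hz baseline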
# MrgX1 ag: agonists of human MrgX1 receptor. AID 588627. B-score at 10 µM. Q96LB2. hit rate 0.44% among 310,000. MrgX1-HEK293 cells, Fluo-4 calcium fluorescence, agonist mode; active compounds read high;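 active = calcium response B-score plate-corrected fluorescence ratio at least 3 library SD, with starting fluorescence B-score inside 5 SD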
# Target sequence (Q96LB2 whole entry, looked up): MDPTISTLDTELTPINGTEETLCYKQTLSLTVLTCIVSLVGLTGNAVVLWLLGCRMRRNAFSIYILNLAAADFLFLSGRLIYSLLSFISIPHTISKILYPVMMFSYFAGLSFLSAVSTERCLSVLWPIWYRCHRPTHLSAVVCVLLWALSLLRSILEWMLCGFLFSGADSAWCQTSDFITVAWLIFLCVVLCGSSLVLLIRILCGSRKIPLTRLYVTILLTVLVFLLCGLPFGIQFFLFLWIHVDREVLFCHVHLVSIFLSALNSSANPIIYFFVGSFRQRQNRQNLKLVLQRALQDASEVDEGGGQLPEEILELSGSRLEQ
#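 System – MrgX1-expressing HEK293 cells · Incubation – cells plated overnight, dye loaded 0.5 h 37 °C, 0.5 h room temperature · Technique – kinetic Fluo-4 NW fluorescence of intracellular calcium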
# TMEM16A act: activators or potentiators of mouse TMEM16A chloride channel | Q8BHY3 | HEK293 TMEM16A/YFP-H148Q/I152L, iodide quench fluorescence; active compounds read low | B-score at 10 µM | hit rate 0.3% among 340,000;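 active = fluorescence-ratio B-score plate-corrected deviation score at least 3 library SD below zero, with starting fluorescence score within 5 deviations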;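 also: channel opened by trigger with iodide after compound preincubation; score built on the fluorescence ratio of max minus min over baseline; more negative score means more quench and so TMEM16A activation or potentiation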
# MrgX1 PAM: allosterically activates human MrgX1 receptor signaling; B-score at 10 µM; Q96LB2; hit rate 0.63% among 310,000; MrgX1-HEK293, Fluo-4 calcium flux, FDSS; active compounds read high;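 active = plate-corrected calcium response at least 3 library SD above typical, normal starting fluorescence, not activating the receptor alone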;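 also: compound read alongside a low EC10 to EC30 dose of BAM8-22 agonist; peak minus trough fluorescence over baseline measured at the second addition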
# SKKanGAS inh: inhibitors of SKKanGAS S. pyogenes growth in kanamycin (SK-promoter or general growth effect) | BacTiter-Glo, 6 h | inhibition, % at 7.5 µM | hit rate 1.3% among 300,000;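 active = mean replicate score, as percent of positive control median, at least 50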;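 also: strain carries kanamycin resistance gene driven by streptokinase promoter and grows in 40 µg/ml kanamycin; loss of luminescence reflects streptokinase promoter inhibition or plain growth inhibition; 0% = median of DMSO wells and 100% = positive control at its reference dose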
# TRPC6 act: mouse TRPC6 channel activation | hit rate 0.13% among 310,000 | Q61143 | AID 2550 | HEK293-TRPC6 membrane potential dye fluorescence; active compounds read high | B-score at 10 µM;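 active = B-score of the integrated fluorescence ratio above library mean plus 3 SD, and starting fluorescence ratio within library mean plus 5 SD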;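 also: higher score means more depolarization so channel activation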
# MrgX1 antagonist: human MrgX1 receptor antagonism, primary screen. Q96LB2. MRGX1-HEK293 calcium flux, Fluo-4, BAM8-22 antagonism; active compounds read low. B-score at 10 µM. hit rate 1.3% among 310,000. AID 588676;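 active = calcium-response B-score plate-corrected more than 3 library SD below zero, starting fluorescence within 5 deviations, no agonist response on first addition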;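 also: peak minus trough fluorescence over baseline after final BAM8-22 challenge near maximal dose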
# * = called active by the depositor; i = inactive; nt = not tested or not shown.
entry	smiles	ANO1 block	TRPC6 inhibitor	TRPC4 PAM	TRPC4 block	TRPC4 agonist	MrgX1 ag	TMEM16A act	MrgX1 PAM	SKKanGAS inh	TRPC6 act	MrgX1 antagonist
1	O=C(NCc1ccco1)c1ccc(S(=O)(=O)N2CCCc3ccccc32)cc1	i	i	i	i	i	i	i	i	-3	i	i
2	Cn1c(=O)c2c(nc(NCc3cccnc3)n2Cc2ccc(Cl)cc2)n(C)c1=O	i	i	i	i	i	i	i	i	1	i	i
3	O=C(C1CC1)N1CCc2cc(Br)cc(S(=O)(=O)NCc3ccc4c(c3)OCO4)c21	i	i	i	i	i	i	i	i	2	i	i
4	O=C(CS(=O)CC(=O)N(CC(=O)NC1CCCC1)C1CCCCC1)Nc1ccc(F)cc1 (configuration not stated)	i	i	i	nt	i	i	i	i	-13	i	i
5	CC1Cc2ccccc2N1C(=O)CSc1nnnn1C1CCCC1 (configuration not stated)	i	i	i	i	i	i	i	i	-3	i	i
6	CCc1nc(Nc2ccccc2)c2nnn(Cc3ccccc3)c2n1	i	i	i	i	i	i	i	i	40	i	i
7	COc1ccccc1N(CC(O)CN1CCC(C)CC1)S(=O)(=O)c1ccccc1 (configuration not stated)	i	i	i	i	i	i	i	i	-1	i	i
8	CN(C)c1cc(-c2ccc(F)cc2)oc(=O)c1Cl	i	i	i	i	i	i	i	i	0	i	i
9	CCC(C)C(NC(=O)c1ccc(Cl)cc1Cl)C(=O)O (configuration not stated)	i	i	i	i	i	i	i	i	-3	i	i
10	CCCN(CCC)CC(O)CN1C(=O)NC(C)(C)C1=O (configuration not stated)	i	i	i	i	i	i	i	i	2	i	i
11	O=C(NNC(=O)c1ccco1)Nc1ccccc1	i	i	i	i	i	i	i	i	-12	i	i
12	COC(=O)c1cc(O)cc(OC)c1C(=O)c1c(O)cc(C)cc1O	i	i	i	i	i	i	i	i	-3	i	i
13	Cc1ccc(C(=O)Nc2cccc3ccccc23)o1	i	i	i	i	i	i	i	i	2	i	i
14	Cc1ccc(C(=O)Nc2ccc(S(=O)(=O)N3CCOCC3)cc2)cc1Br	i	i	i	i	i	i	i	i	-2	i	i
15	O=C(Nc1cccc(Cl)c1)Nc1cccc(C(=O)O)c1	i	i	i	i	i	i	i	i	-2	i	i
16	COC(=O)c1ccc(CNC(=O)C2CCC(=O)N(C3CCCCCC3)C2)cc1 (configuration not stated)	i	i	i	i	i	i	i	i	0	i	i
17	N#Cc1cc(C(=O)c2cc(Cl)ccc2O)cn(-c2ccccc2)c1=O	i	i	i	i	i	i	i	i	-2	i	i
18	Cc1ccc(-n2nc(C)c3c(-c4cccs4)c(C#N)c(N)nc32)cc1	i	i	i	i	i	i	i	i	14	i	i
19	COc1ccc(C2=CSC3=NCCN23)cc1F	i	nt	nt	nt	nt	i	i	i	-14	nt	i
20	COCCCn1c(Cc2csc(Nc3ccc(F)cc3)n2)nnc1SCC(N)=O	i	i	i	i	i	i	i	i	-1	i	i
21	CCCc1[nH]nc2c1C(c1cn[nH]c1-c1ccc(F)cc1)C(C#N)=C(N)O2 (configuration not stated)	i	i	i	i	i	i	i	i	-15	i	i
22	COc1ccc(NC(=O)c2ccc(S(=O)(=O)N(C)C)cc2)cc1OC	i	i	i	i	i	i	i	i	-10	i	i
23	COC(=O)c1ccc(CN2CCN(C3CCCCC3)C(CCO)C2)cc1 (configuration not stated)	i	i	i	i	i	i	i	i	0	i	i
24	COc1ccc(N2CC(C)(C)C2=O)cc1	i	i	i	i	i	i	i	i	4	i	i
25	CCOc1ccccc1N(CC(=O)Nc1ccccc1C(=O)N1CCCC1)S(C)(=O)=O	i	i	i	i	i	i	i	i	-4	i	i
26	CC(C)C(=O)Nc1ncc(Cc2cccc(Cl)c2)s1	i	i	i	i	i	i	i	i	22	i	i
27	O=C1c2ccccc2C(=O)N1CN(C(=O)COc1ccc(Cl)cc1Cl)c1cccc(F)c1	i	i	i	i	i	i	i	i	4	i	i
28	CCCCn1c(N)c(N(CC(C)C)C(=O)c2ccc(OCC3CCCO3)cc2)c(=O)[nH]c1=O (configuration not stated)	i	i	i	i	i	i	i	i	-2	i	-6.2*
29	O=C(CSc1ccccc1)Nc1nnc(-c2ccco2)o1	i	i	i	i	i	i	i	i	-1	i	i
30	COCCCn1c(=O)c2sccc2n(Cc2ccc(C)cc2)c1=O	i	i	i	i	i	i	i	i	4	i	i
31	COC(=O)[C@@H]1CC[C@H](C)[C@@H](c2ccc(C)cc2)N1C(=O)c1ccc(/C=N/OC[C@@H](O)[C@H]2O[C@@H]3OC(C)(C)O[C@@H]3[C@H]2O)cc1	nt	i	i	i	i	nt	nt	nt	0	i	nt
32	Cc1c(C(=O)N2CCC(C)CC2)oc2ccc3c(c12)C(O)CC1(CCCCC1)O3 (configuration not stated)	i	i	i	i	i	i	i	i	-11	i	i
33	CC12CCC(C(=O)NC(c3ccccc3)c3ccccc3)(OC1=O)C2(C)C (configuration not stated)	i	i	i	i	i	i	i	i	-1	i	i
34	COc1cc(CC(=O)OCC(=O)N2CC(C)CC(C)C2)cc(OC)c1OC (configuration not stated)	i	i	i	i	i	i	i	i	-1	i	i
35	Cc1ccc(C(=O)NCCc2ccc(F)cc2)s1	i	i	i	i	i	i	i	i	-2	i	i
36	CCc1nnc(NC(=O)c2ccc(N(C)S(=O)(=O)c3ccccc3)cc2)s1	i	i	i	nt	i	i	i	i	-5	i	i
37	COc1cc([C@@H]2[C@H]3CNCC=C3C(C#N)=C(N)C2(C#N)C#N)ccc1OC(C)C	i	i	i	i	i	i	i	i	-17	i	i
38	Cc1ccc(-n2c(SCC(=O)N3CCCCC3)nc(O)cc2=O)cc1	i	i	i	i	i	i	i	i	17	i	i
39	O=C(NCCNc1ccc(Cl)cc1[N+](=O)[O-])c1ccccc1F	i	i	i	i	i	i	i	i	-3	i	i
40	O=C(Nc1c(F)cccc1F)c1ccc(-n2cncn2)nc1	i	i	i	i	i	i	i	i	-5	i	i
41	Cc1c(/C=C/C(=O)c2ccccc2)cnn1C	i	i	i	i	i	i	i	i	-3	i	i
42	O=c1nc(N2CCOCC2)ccn1-c1nc(-c2ccccc2)oc1-c1ccccc1	i	i	i	i	i	i	i	i	-2	i	i
43	CC1(C)CC2CC(C)(CN2C(=O)Cc2ccccc2)C1 (configuration not stated)	i	i	i	i	i	i	i	i	-5	i	i
44	CCOC1(OCC)N=C(N)C2(C#N)C(c3cccc(C)c3)C12C#N (configuration not stated)	i	i	i	i	i	i	i	i	-5	i	i
45	Cc1ccccc1-c1nc(CS(=O)(=O)CC(=O)NCc2ccc3c(c2)OCO3)c(C)o1	i	i	i	i	i	i	i	i	-9	i	i
46	O=C1/C(=C/c2ccco2)Oc2c1ccc(O)c2CN1CCCCC1	i	i	i	i	i	i	i	i	6	i	i
47	Cc1cccc(NCC(=O)NNC(=S)Nc2ccccc2)c1	i	i	i	i	i	i	i	i	nt	i	i
48	CC(C)CCNC(=O)CN(CCN1CCOCC1)C(=O)Cn1nnc(-c2ccc(F)cc2)n1	i	i	i	nt	i	i	i	i	-6	i	i
49	c1ccc(N2N=C(c3cccs3)CC2c2ccco2)cc1 (configuration not stated)	i	nt	nt	nt	nt	i	i	i	65*	nt	i
50	CC1=C(C(=O)OCc2ccccc2)C(c2ccc([N+](=O)[O-])cc2)NC(=O)N1CCCCCC(=O)O (configuration not stated)	i	i	i	i	i	i	i	i	16	i	i
51	COc1ccccc1CNN	i	i	i	i	i	i	i	8*	-2	i	i
52	N#C/C(=C\c1ccccn1)c1ccccn1	i	i	i	i	i	i	i	i	2	i	i
53	Cc1ccc(-n2c(SCC(=O)Nc3ccc(N4CCOCC4)cc3)nc3ccccc3c2=O)cc1	i	i	i	i	i	i	i	i	4	i	i
54	CCOC(=O)CCc1c(C)n(CC)c2ncnn2c1=O	i	i	i	i	i	i	i	i	-4	i	i
55	CCc1n[nH]c(=S)n1/N=C/c1c(C)nn(-c2ccccc2)c1Cl	i	i	i	i	i	i	i	i	21	i	i
56	CC(C)CNC(C(=O)Nc1ccc([N+](=O)[O-])cc1Br)c1ccccc1 (configuration not stated)	i	i	i	i	i	i	i	i	-4	i	i

# Further compounds
entry	smiles	ANO1 block	TRPC6 inhibitor	TRPC4 PAM	TRPC4 block	TRPC4 agonist	MrgX1 ag	TMEM16A act	MrgX1 PAM	SKKanGAS inh	TRPC6 act	MrgX1 antagonist
57	CCC(=O)N=c1sc2cc(F)cc(F)c2n1C	i	i	i	i	i	i	i	i	-4	i	i
58	Cc1onc(-c2ccccc2)c1CNC(=O)Nc1ccccc1	i	i	i	i	i	i	i	i	-4	i	i
59	Cc1cc(=O)[nH]c(N/N=C/c2c(C)nn(-c3ccccc3)c2C)n1	i	i	i	i	i	i	i	i	-1	i	i
60	Cc1ccc(Sc2c(C)[nH]n(C(C)(C)C)c2=O)cc1	i	i	i	i	i	i	i	i	5	i	i
61	CCn1cc(CN2CCC(C(=O)Nc3ccc(Oc4ccccc4F)cc3)CC2)c(C)n1	i	i	i	i	i	i	i	i	-1	i	i
62	Cc1nc(N)nc(SCc2ccc([N+](=O)[O-])cc2)c1N	i	i	i	i	i	i	i	i	0	i	i
63	COc1ccc(NC(=O)CN2CCC(NC(=O)C3CCCCC3)CC2)c([N+](=O)[O-])c1	i	i	i	i	i	i	i	i	5	i	i
64	CCc1ccc(/C=C2\C(=N)N3N=C(CC(=O)N4CCCCC4)SC3=NC2=O)cc1	i	i	i	i	i	i	i	i	-8	i	i
65	CN(C)CCN(C(=O)c1cccc(Cl)c1)c1nc2c(Cl)cccc2s1	i	i	11*	i	i	i	i	i	0	i	i
66	O=C(O)c1ccc(N=Nc2c(O)[nH]c3cc(Cl)ccc23)cc1	i	i	i	i	i	i	i	i	70*	i	-6*

# Profiles, quoted from the list. Order of values: ANO1 block | TRPC6 inhibitor | TRPC4 PAM | TRPC4 block | TRPC4 agonist | MrgX1 ag | TMEM16A act | MrgX1 PAM | SKKanGAS inh | TRPC6 act | MrgX1 antagonist
# Cc1ccc(C(=O)Nc2ccc(S(=O)(=O)N3CCOCC3)cc2)cc1Br across the screens: i | i | i | i | i | i | i | i | -2 | i | i
# CC1=C(C(=O)OCc2ccccc2)C(c2ccc([N+](=O)[O-])cc2)NC(=O)N1CCCCCC(=O)O (configuration not stated) across the screens: i | i | i | i | i | i | i | i | 16 | i | i
